Bioassay records (PubChem)
DNA FID counter: compounds displacing fluorescent DNA intercalator, primary screen, artefact control for HCV NS3 helicase inhibitor project, biochemical, FID fluorescence. DNA fluorescent intercalator displacement. inhibition, % at 7.9 µM. actives 0.17% (n = 290,000). AID 1845, 2009; in the data active = inhibition above about 37%;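 note: 0% = vehicle and 100% = reference compound; higher means more ethidium bromide displaced from hairpin DNA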
MEKK3 PB1 HTS: modulators of MEKK3-MEK5 PB1 binding, primary screen, biochemical, wildtype MEKK3, multiplex bead flow cytometry, Alexa488-MEK5. binding response (% of control), % at 10 µM. Mitogen-activated protein kinase kinase kinase 3 (Homo sapiens), Q99759. bead-based flow cytometry, Alexa488-MEK5 binding to MEKK3; actives lie on both sides; 0 = blocked by unlabeled MEK5, 100 = vehicle. AID 1529, 2009. actives 1.4% (n = 290,000);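 active = binding response more than 3 SD above or below the average of its plate-row segment, actives on both sides; inconclusive = wells at one plate position flagged as instrument error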;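 note: Alexa488 bead fluorescence after subtracting the streptavidin-only scavenger bead signal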
Target sequence (Q99759 whole entry, looked up): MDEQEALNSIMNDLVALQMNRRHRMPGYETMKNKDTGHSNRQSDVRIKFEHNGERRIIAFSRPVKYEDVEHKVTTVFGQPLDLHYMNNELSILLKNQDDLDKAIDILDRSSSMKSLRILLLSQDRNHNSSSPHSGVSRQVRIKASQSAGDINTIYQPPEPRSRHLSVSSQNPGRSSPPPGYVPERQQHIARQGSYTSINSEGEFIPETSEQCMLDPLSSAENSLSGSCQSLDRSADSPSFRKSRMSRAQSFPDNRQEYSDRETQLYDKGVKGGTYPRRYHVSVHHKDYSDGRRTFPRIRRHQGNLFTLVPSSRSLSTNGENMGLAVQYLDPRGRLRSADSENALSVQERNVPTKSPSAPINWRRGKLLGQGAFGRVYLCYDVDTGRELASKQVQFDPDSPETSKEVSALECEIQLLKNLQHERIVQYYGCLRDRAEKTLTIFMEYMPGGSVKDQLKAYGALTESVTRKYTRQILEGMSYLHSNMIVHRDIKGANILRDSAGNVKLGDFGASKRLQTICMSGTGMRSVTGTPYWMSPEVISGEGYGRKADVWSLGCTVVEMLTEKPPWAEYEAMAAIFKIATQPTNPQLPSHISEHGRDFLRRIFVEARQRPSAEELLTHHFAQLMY
VIM-2 inh: VIM-2 metallo-beta-lactamase inhibitors, primary screen, biochemical, epi-absorbance readout, Pseudomonas aeruginosa enzyme; purified VIM-2, nitrocefin hydrolysis, epi-absorbance fluorescence; inhibition, % at 5.6 µM; actives 0.89% (n = 290,000); AID 1527, 2009;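 active = inhibition above the mean of all tested compounds plus 3 SD, cutoff set per screening run, cut at about 7.5% in these data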;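 note: red hydrolysis product quenches plate fluorescence so inhibitors raise well fluorescence; 0% = enzyme with DMSO and 100% = DMSO without enzyme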
SUMO HTRF inh: inhibitors of in vitro SUMOylation cascade, primary screen, biochemical, HTRF, uHTS; SUMO-conjugating enzyme UBC9 (Homo sapiens), P63279; HTRF SUMOylation assay, SAE1/SAE2 + UBC9; inhibition, % at 35 µM; actives 0.36% (n = 290,000); AID 2006, 2009; in the data active = inhibition above about 50%, passing the limit was not always enough; inconclusive = no clear call, values can overlap the other calls; note: strong numbers were not always called active
Target sequence (P63279 whole entry, looked up): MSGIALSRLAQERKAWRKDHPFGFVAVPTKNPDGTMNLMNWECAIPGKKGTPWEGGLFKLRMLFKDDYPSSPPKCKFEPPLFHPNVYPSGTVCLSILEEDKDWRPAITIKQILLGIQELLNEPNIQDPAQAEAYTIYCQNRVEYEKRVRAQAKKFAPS
HCV NS3 hel inh: inhibitors of HCV NS3 helicase, primary screen, biochemical, Cy5 molecular beacon fluorescence. Hepatitis C virus NS3 helicase. NS3 helicase DNA unwinding. inhibition, % at 10.9 µM. actives 0.56% (n = 290,000). AID 1800, 2009;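 active = inhibition above the mean of all tested compounds plus 3 SD, set per campaign, cut at about 35% in these data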;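 note: 0% = DMSO wells and 100% = thioflavine S control wells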
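Assay system – hepatitis C virus NS3 helicase domain fragment enzyme · Buffer or medium – MOPS pH 6.5, MgCl2, DTT, Tween20, BSA · Reagent – Cy5/quencher beacon DNA duplex and ATP to start · Compound – single 10.9 µM dose · Timing – 1 h at 25 °C · Technique – Cy5 beacon fluorescence read at start and 1 h · Measure – % inhibition of unwinding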
p-CIP stab down: p/CIP-EGFP fusion destabilizers, primary screen, fluorescence, F442A cells; Q05BA5; 16 h; AID 1984, 2009; actives 0.01% (n = 290,000); decrease of EGFP signal, % at 10 µM;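 active = EGFP signal decrease of at least 30% at 10 µM or well 3 SD below plate mean, unless failing retest; inactive = the rest, including hits failing retest or dose response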; note: some compounds called inactive have numbers as strong as hits; many of its hits are not listed in these tables
PHOSPHO1 inh: PubChem AID 1565 | actives 1.1% (n = 290,000) | Phosphoethanolamine/phosphocholine phosphatase (Homo sapiens), Q8TCT1 | inhibition, % at 13.3 µM | recombinant PHOSPHO1, absorbance phosphatase assay; in the data active = inhibition above about 60%
Target sequence (Q8TCT1 whole entry, looked up): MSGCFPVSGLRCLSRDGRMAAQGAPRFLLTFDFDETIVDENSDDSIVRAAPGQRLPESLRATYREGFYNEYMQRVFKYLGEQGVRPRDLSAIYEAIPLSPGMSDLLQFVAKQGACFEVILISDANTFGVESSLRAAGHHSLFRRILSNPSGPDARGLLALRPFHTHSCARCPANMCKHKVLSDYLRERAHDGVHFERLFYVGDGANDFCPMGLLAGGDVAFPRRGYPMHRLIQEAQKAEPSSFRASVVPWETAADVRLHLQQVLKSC
IDE act: human IDE activators in live cells, primary screen, fluorescence polarization, HEK cells, FAbeta-B substrate. Insulin-degrading enzyme (Homo sapiens), P14735. actives 0.073% (n = 340,000). FAbeta-B cleavage; 0% vehicle, 100% cell-free pure enzyme wells. activation, % at 5.96 µM;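 active = activation above the mean of all tested compounds plus 3 SD, set per screening campaign, cut at about 17% in these data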
IMP-1 inh: IMP-1 metallo-beta-lactamase inhibitors, primary screen, biochemical, epi-absorbance readout, Pseudomonas aeruginosa enzyme | metallo-beta-lactamase IMP-1 (Pseudomonas aeruginosa) | purified IMP-1, nitrocefin hydrolysis, epi-absorbance fluorescence | inhibition, % at 5.6 µM | actives 0.45% (n = 290,000);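 active = inhibition above the mean plus 3 SD of all compounds in the same screening run, cut at about 4.5% in these data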;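 note: 0% = IMP-1 with DMSO and 100% = DMSO wells lacking enzyme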
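System: Purified recombinant IMP-1 metallo-beta-lactamase enzyme | Measured by: Fluorescence quenching readout, ex 480/em 530 nm | Replication: Singlicate | Incubation: 15 min preincubation plus 25 min reaction at 25 °C | Evaluation: Percent inhibition from optical density relative to buffer-blank wells | Benchmarks: DMSO with and without IMP-1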
Active calls of the source: *; ? = inconclusive; . = no result given. A portion of the library; the hit share may differ from the screen's.

1	CC(=O)c1cccc(NC(=O)C2CC(=O)N(CCc3ccccc3)C2)c1 (stereo not given)
2	C/C(=N\NC(=O)COc1cccc2ccccc12)c1cccs1
3	CC1CN(C(=O)c2cc(S(=O)(=O)N3CCCC3)ccc2Cl)CC(C)O1 (stereo not given)
4	C[C@H](NC(=O)c1[nH]cnc1C(=O)Nc1ccc(CNC(=O)OC(C)(C)C)cc1)C(=O)OCc1ccccc1
5	CC(NCCS(=O)(=O)c1ccc(Cl)cc1)c1cccc(Cl)c1 (stereo not given)
6	CCN(C(=O)COc1nc(C)cc(C)c1C#N)c1ccccc1
7	COc1ccccc1NC(=O)CSc1nnc(CC(=O)Nc2cccc(C(F)(F)F)c2)n1C
8	COc1cccc(NS(=O)(=O)Cc2ccccc2)c1
9	CC(C)Cn1c(SCC(=O)N2CCCCC2)nc2ccccc2c1=O
10	CCOC(=O)C1=C(C)NC(=S)NC1c1ccc(OC(=O)c2ccco2)cc1 (stereo not given)
screen / no.	1	2	3	4	5	6	7	8	9	10
DNA FID counter	-7	-29	-16	.	-9	-29	-7	-5	-36	-17
MEKK3 PB1 HTS	98	99	100	87	99	104	102	101	96	107
VIM-2 inh	-0.9	-1.2	-2.7	.	-3.6	-2.8	-1.6	-3.9	-1.6	-4.7
SUMO HTRF inh	19	-5	4	22	3	3	24	14	16	-5
HCV NS3 hel inh	7	7	17	.	-7	6	-3	-13	-4	1
p-CIP stab down	9	-16	2	-13	-13	-5	-8	6	-10	-14
PHOSPHO1 inh	32	34	.	20	35	.	21	57	11	0
IDE act	0	1	4	7	5	6	0	-2	1	-3
IMP-1 inh	-3.8	1.4	0.0	.	-4.5	-2.6	-1.1	-3.3	0.6	-4.0

11	O=[N+]([O-])c1ccccc1Oc1ncccc1[N+](=O)[O-]
12	Cc1ccc2c(c1)c1c(n2CC(O)Cn2nc(C)c(Br)c2C)CCCC1 (stereo not given)
13	CN1CCN(C(=O)C2CCN(c3ncc(C(F)(F)F)cc3Cl)CC2)CC1
14	CC1CCN(C(=O)Nc2cccc(NC(=O)N3CCC(C)CC3)c2)CC1
15	O=c1c(C(c2ccc(Cl)cc2)c2c(O)nc3n(c2=O)CCCS3)c(O)nc2n1CCCS2
16	C1CCN(Cc2nnnn2C2CCCC2)CC1
17	COc1ccccc1N=C1SC(C(=O)Nc2ccc(F)cc2)CC(=O)N1C (stereo not given)
18	CCOCCSc1nc2c(c(-c3cccs3)c1C#N)CC/C2=C/c1cccs1
19	COC(=O)c1ccc(NC(C)C(=O)OC)c([N+](=O)[O-])c1 (stereo not given)
20	CN1CCN(CC(=O)N/N=C\c2c[nH]c3ccccc23)CC1
screen / no.	11	12	13	14	15	16	17	18	19	20
DNA FID counter	6	-20	9	-25	-10	-3	-18	-9	3	0
MEKK3 PB1 HTS	88	95	99	101	95	93	89	112	77	102
VIM-2 inh	1.1	-5.1	-0.8	0.2	-0.7	-3.2	-0.6	3.0	-0.5	-2.1
SUMO HTRF inh	-1	-17	4	-22	5	22	-10	20	4	10
HCV NS3 hel inh	-11	2	3	-4	4	-3	-6	22	-2	-7
p-CIP stab down	0	-9	-8	-18	0	-6	4	-6	-7	-24
PHOSPHO1 inh	32	19	47	3	-25	24	-3	-9	17	-9
IDE act	-2	7	2	-2	3	-5	1	1	3	.
IMP-1 inh	-2.0	-2.0	-0.2	2.4	-1.1	-1.4	-2.9	-0.6	-4.4	-5.7

3 compounds from above, arranged by the value under VIM-2 inh, descending:
| entry | canonical_smiles | VIM-2 inh |
| --- | --- | --- |
| 1 | CC(=O)c1cccc(NC(=O)C2CC(=O)N(CCc3ccccc3)C2)c1 (stereo not given) | -0.9 |
| 6 | CCN(C(=O)COc1nc(C)cc(C)c1C#N)c1ccccc1 | -2.8 |
| 12 | Cc1ccc2c(c1)c1c(n2CC(O)Cn2nc(C)c(Br)c2C)CCCC1 (stereo not given) | -5.1 |

(cont.)
21	CC1=C(C(=O)N2CCOCC2)C(c2ccc(OC(F)F)cc2)NC(=S)N1c1ccccc1 (stereo not given)
22	NS(=O)(=O)c1ccc(NC(=O)CN2C(=O)c3ccccc3C2=O)cc1
23	COC(=O)c1ccc(C(=O)NC2CCCc3c2cnn3-c2cc(F)cc(F)c2)nc1 (stereo not given)
24	CN(C)CCCN(C(=O)c1ccc2ccccc2c1)c1nc2cc3c(cc2s1)OCO3
25	CC(=O)c1cccc(NC(=O)N2CCCC2C(=O)Nc2ccc3c(c2)OCCO3)c1 (stereo not given)
26	CCNC(=O)NC(=O)COC(=O)C1CSC2(C)CCC(=O)N12 (stereo not given)
27	Cc1cc(C)cc(NS(=O)(=O)c2c(C)[nH]c(=O)[nH]c2=O)c1
28	CCOC(=O)C1=NOC(CNc2ncc(C(F)(F)F)cc2Cl)C1 (stereo not given)
29	Cn1c(=O)c2cc(NC(=O)c3ccccc3Cl)c(=O)oc2n(C)c1=O
30	Cn1c(CNc2ccccc2O)nc2ccccc21
screen / no.	21	22	23	24	25	26	27	28	29	30
DNA FID counter	-18	0	-47	30	-4	-1	-4	-11	-7	-7
MEKK3 PB1 HTS	100	104	101	106	101	103	106	99	99	108
VIM-2 inh	-4.0	-2.3	-1.6	-0.9	-2.8	-3.3	-3.7	-2.1	-2.2	-3.3
SUMO HTRF inh	9	19	13	2	3	2	-6	-1	18	-4
HCV NS3 hel inh	10	8	-2	-38	-1	4	24	6	14	7
p-CIP stab down	-4	-1	7	-9	-4	-5	-9	-5	4	-6
PHOSPHO1 inh	56	9	58	53	57	11	-4	29	7	-2
IDE act	5	-1	0	5	-1	1	1	-2	-4	6
IMP-1 inh	-3.4	-1.6	-1.5	-1.8	-4.5	-2.2	-5.4	-3.0	-1.9	0.2

31	O=C(N/N=C\c1ccc(-c2ccccc2[N+](=O)[O-])o1)C1COc2ccccc2O1 (stereo not given)
32	CC(C)COc1ccc(C(=O)OCCN2CCOCC2)cc1
33	Cc1cccc(NC(=O)CS(=O)CC(=O)Nc2cnc3ccccc3c2)c1C (stereo not given)
34	Nc1c(NCCCN2CCOCC2)c2ccccc2oc1=O
35	CC(C)c1nnc(NC(=O)CS(=O)(=O)Cc2ccccc2)s1
36	COc1ccccc1C(=O)Nc1nnc(C)s1
37	CN(C)CCCn1c(SCCN2C(=O)c3ccccc3C2=O)nc2ccccc2c1=O
38	CCOC(=O)C1CCN(S(=O)(=O)c2cnc[nH]2)CC1
39	Nn1c(SCC(=O)Nc2ccc3c(c2)OCO3)nnc1C1CCCCC1
40	COCCCNC(=O)CS(=O)Cc1nc(-c2ccccc2C)oc1C (stereo not given)
screen / no.	31	32	33	34	35	36	37	38	39	40
DNA FID counter	-5	-10	-19	1	-12	1	11	-2	-6	-11
MEKK3 PB1 HTS	104	98	96	105	99	98	96	101	.	105
VIM-2 inh	-1.6	-1.4	1.3	-0.6	-2.5	-1.2	-1.6	-1.8	-2.1	-1.7
SUMO HTRF inh	-11	22	3	-12	7	6	6	8	16	3
HCV NS3 hel inh	16	1	-9	-1	9	-12	-11	3	1	-3
p-CIP stab down	2	-2	-13	0	3	4	0	-2	7	-7
PHOSPHO1 inh	-1	-27	36	16	41	3	38	11	-46	12
IDE act	3	2	7	0	-2	5	7	3	-1	-1
IMP-1 inh	-1.3	-5.8	-0.6	-4.1	-2.0	-2.5	-1.3	-1.7	-0.7	3.1

41	Cc1ccnc(NC(=O)C2COc3ccccc3O2)c1 (stereo not given)
42	Cc1nc2ccccc2c2c1C(=O)N(C1CCCCCCC1)C2=O
43	CCCN(CCC)CCCNC(=O)C(NS(=O)(=O)c1ccc2c(c1)CCC(=O)N2)c1ccccc1 (stereo not given)
44	COc1ccc(C2CN=NC2C(=O)c2ccccc2)cc1 (stereo not given)
45	Cc1cc(C)n2nc(SCC(=O)Nc3ccc(F)cc3)nc2n1
46	O=C(/C=C1\NCC2c3ccccc3CCN2C1=O)c1ccccc1 (stereo not given)
47	CCCNc1c(NS(=O)(=O)c2ccc(C(C)(C)C)cc2)c(=O)oc2ccccc12
48	Cn1c(=O)n(C)c2cc(CNc3ccc(N4CCOCC4)c(C(=O)O)c3)ccc21
49	CNC(=O)/C(C#N)=C/c1ccc(-c2ccc(Cl)cc2)o1
50	Cc1ccccc1S(=O)(=O)Cc1ccc(C(=O)NC2CCCCC2)o1
screen / no.	41	42	43	44	45	46	47	48	49	50
DNA FID counter	-2	5	-4	-11	-3	-6	-22	-9	1	-36
MEKK3 PB1 HTS	104	100	101	85	105	97	103	95	111	100
VIM-2 inh	-4.6	-1.4	-4.0	-2.8	-0.9	-0.3	-3.1	1.7	-2.2	-2.7
SUMO HTRF inh	6	-16	9	-17	-3	-15	6	19	?	14
HCV NS3 hel inh	4	3	-4	-5	51*	0	6	5	-11	1
p-CIP stab down	-5	0	-4	11	-1	12	-7	5	-10	5
PHOSPHO1 inh	-18	14	-20	15	9	-6	20	7	1	65*
IDE act	3	2	4	1	4	5	4	5	-1	-4
IMP-1 inh	-6.3	-0.1	-3.3	0.8	-3.8	-0.3	-1.3	-2.6	-4.3	-3.5

51	Clc1ccc(-c2cnc3ccccc3n2)cc1
52	Nc1nc(NC(=O)/C=C\C(=O)O)nn1-c1ccccc1
53	CC12CCCCC1NS(=O)(=O)OC2 (stereo not given)
54	CCCCOC(=O)CSc1n[nH]c(=O)[nH]c1=O
screen / no.	51	52	53	54
DNA FID counter	3	-4	-8	-2
MEKK3 PB1 HTS	97	99	105	103
VIM-2 inh	-1.5	-2.5	-1.2	-1.0
SUMO HTRF inh	-7	22	-1	10
HCV NS3 hel inh	-7	-2	41*	0
p-CIP stab down	3	-6	-7	-2
PHOSPHO1 inh	6	-20	-7	11
IDE act	0	-6	-1	6
IMP-1 inh	-1.6	-0.6	-1.5	-0.4

Record cards, as listed above. Order of values: DNA FID counter	MEKK3 PB1 HTS	VIM-2 inh	SUMO HTRF inh	HCV NS3 hel inh	p-CIP stab down	PHOSPHO1 inh	IDE act	IMP-1 inh
Nc1nc(NC(=O)/C=C\C(=O)O)nn1-c1ccccc1 as listed: -4	99	-2.5	22	-2	-6	-20	-6	-0.6
CC12CCCCC1NS(=O)(=O)OC2 (stereo not given) as listed: -8	105	-1.2	-1	41*	-7	-7	-1	-1.5
Clc1ccc(-c2cnc3ccccc3n2)cc1 as listed: 3	97	-1.5	-7	-7	3	6	0	-1.6
